# Source: PubChem (National Center for Advancing Translational Sciences (NCATS))
# Sm TGR inh – qHTS Assay for the Inhibitors of Schistosoma Mansoni Peroxiredoxins; purified TGR, DTNB reduction, TNB absorbance 405 nm; Potency, µM (top dose mostly 114 µM), without a hit: at the highest dose activity change, negative = inhibition, most hits filed as inhibitors; 360,000 compounds, 3% hits; AID 485364, 2010; further: potency means the concentration at half of the fitted maximal effect; nearly all actives have a fitted effect of over 60% in size
#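 Kinetic colorimetric format: TGR-catalysed, NADPH-driven DTNB reduction monitored via TNB absorbance. Enzyme dispensed at 20 nM; compound exposure 15 min at room temperature before reaction start.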
# HCV inh – qHTS Assay for Inhibitors of Hepatitis C Virus (HCV); Huh7.5.1 HCVcc-Cre infection, luciferase reporter, 44 h; Potency, µM (series often up to 41.8 µM), without a hit: at the highest dose activity change, negative = inhibition, actives largely listed as inhibitors; 340,000 compounds, 3.4% hits; AID 651820, 2012; further: potency means the concentration at half of the fitted maximal effect
#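 Reporter virus HCVcc-Cre (~0.5 moi) infects cells exposed to compound; seeding density 1,000 cells/well with 4 h settling beforehand. Luminescence, 15 sec read, taken 44 h post-infection following a 15 min RT substrate incubation.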
# AMA1-RON2 inh – qHTS for Inhibitors of AMA1-RON; Towards Development of Antimalarial Drug Lead: Primary Screen. 360,000 compounds, 0.2% hits. AID 720542, 2013. Plasmodium falciparum AMA1 (3D7) - RON2 peptide interaction. Potency, µM (top dose mostly 58.2 µM), for inactives: top-dose activity change, negative = inhibition, hits mostly inhibitors. AlphaScreen AMA1-biotinylated RON2 peptide binding;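 further: potency means the concentration at half of the fitted maximal effect; 0% = vehicle wells and -100% = peptide control; nearly all actives have a fitted effect of over 45% in size; some results filed as inactive show a strong effect at the top dose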
#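 AMA1 (3D7) with his tag at 25 nM final met compounds first, then biotinylated RON2 peptide at 25 nM; detection used donor plus acceptor beads, 10 µg/mL apiece, read by AlphaScreen after 30 min at room temperature.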
# AmpC detergent – qHTS Inhibitors of AmpC Beta-Lactamase (assay with detergent). 370,000 compounds, 0.041% hits. AmpC hydrolysis of nitrocefin, absorbance 480 nm, 0.01% Triton. AID 485294, 2010. Potency, µM (doses to about 114 µM), without a hit: top-dose activity change, negative = inhibition, most hits filed as inhibitors;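 further: potency means the concentration at half of the fitted maximal effect; 0% = no-compound wells and -100% = no-enzyme wells; nearly all actives have a fitted effect of over 25% in size; some results filed as inactive show a strong effect at the top dose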
# Target sequence (P00811 whole entry, looked up): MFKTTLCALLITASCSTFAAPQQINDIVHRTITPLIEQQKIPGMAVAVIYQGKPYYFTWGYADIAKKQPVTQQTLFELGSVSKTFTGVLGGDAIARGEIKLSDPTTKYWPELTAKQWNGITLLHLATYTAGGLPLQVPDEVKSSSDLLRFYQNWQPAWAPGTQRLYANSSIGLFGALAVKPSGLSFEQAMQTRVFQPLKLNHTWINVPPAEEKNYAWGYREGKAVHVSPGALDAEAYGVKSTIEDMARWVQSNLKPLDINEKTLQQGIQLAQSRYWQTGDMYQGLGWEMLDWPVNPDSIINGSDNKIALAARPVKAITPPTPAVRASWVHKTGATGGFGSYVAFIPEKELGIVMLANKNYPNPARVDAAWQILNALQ
#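 AmpC (5.3 nM in the dispensed reagent) in 20 mM phosphate pH 7.0 with 0.01% (detergent screen) or 0.0001% Triton X-100 was preincubated with compounds for 15 min at room temperature. Nitrocefin was then added from an 800 uM solution, and hydrolysis was followed at 480 nm.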
# Giardia FBPA inh – qHTS Assay for Inhibitors of Fructose-1,6-bisphosphate Aldolase from Giardia Lamblia; A8B2U2; 290,000 compounds, 0.71% hits; AID 2451, 2010; Potency, µM (series often up to 59.6 µM), inactives show at the highest dose activity, negative = inhibition, usual class: inhibitors; purified Giardia FBPA; further: potency means the concentration at half of the fitted maximal effect; nearly all actives have a fitted effect of over 55% in size
# Target sequence (A8B2U2 whole entry, looked up): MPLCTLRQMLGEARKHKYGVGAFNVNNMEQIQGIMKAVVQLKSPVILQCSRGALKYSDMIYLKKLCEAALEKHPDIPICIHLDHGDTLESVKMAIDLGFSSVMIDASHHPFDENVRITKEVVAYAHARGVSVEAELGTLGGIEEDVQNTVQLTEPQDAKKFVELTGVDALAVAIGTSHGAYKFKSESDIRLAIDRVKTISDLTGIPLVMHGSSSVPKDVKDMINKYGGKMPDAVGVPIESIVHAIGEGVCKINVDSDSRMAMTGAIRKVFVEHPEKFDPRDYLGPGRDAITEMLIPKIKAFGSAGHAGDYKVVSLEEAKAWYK
#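 40 nM FBPA preincubated 10 min at RT with compound (up to 57.5 uM final), then substrate plus GAPDH/TPI/NAD/arsenate coupling and diaphorase/resazurin added. Fluorescence read after 20 min at RT, 525/598 nm.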
# HCMV antiviral – qHTS Assay for inhibitors of the human cytomegalovirus (HCMV). HFF cells, HCMV-luciferase reporter, 72 h; hits give low values. activity change, negative = inhibition, % at 57.5 µM. 410,000 compounds, 4.5% hits; in the data active means activity change below about -60%; inconclusive means no clear call, values can overlap the other calls; inactive means above about -39%
#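 After 16 h attachment at 37C, HFF cells received test compound and HCMV-luciferase (1 PFU/cell); reporter luminescence read 72 h later, data normalized against buffer-only and known inhibitor Salinomycin.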
# * marks the source's active call; other numbers are inactive results; ? = inconclusive; . = not tested or not shown; [ ] = another dose, or the depositor's remark. Unless noted, the call rests on the fitted dose curve; in most records, active means well fitted curve in the direction sought with a large enough effect; inconclusive means small, poorly fitted or top-dose-only effect, or another doubt; inactive means no such curve, though single readings can be large; an effect the other way counts as inactive or inconclusive. Unless noted, on the % scale 0 is the no-effect control and ±100 the full control effect.
Molecule,HCV inh,AmpC detergent,Giardia FBPA inh,Sm TGR inh,HCMV antiviral,AMA1-RON2 inh
CCOC(=O)Cn1cc(C(=O)c2ccccc2)c2ccccc21,-11%,?,-5%,0%,20,10%
COc1ccccc1CSc1nc2c(c(=O)n(C)c(=O)n2C)n1C,-5%,0%,-1%,-3%,-24,-6%
Cc1ccc(NC(=O)CCCn2c(=S)[nH]c3ccsc3c2=O)cc1C,-8%,-8%,15%,-9%,-35,128%[activator]
CNC(=O)c1ccc(NC(=O)Cc2ccc(S(=O)(=O)N3CCOCC3)s2)cc1,9%,-14%,.,6%,58,-8%
CNc1ccc(Cl)nn1,4%,4%,-2%,3%,13,0%
O=C(CN1CCN(S(=O)(=O)N2CCCCCC2)CC1)Nc1ccc(Br)cc1,.,4%,.,-16%,-1,5%
Cc1ccc(C(=O)NCC(c2ccc(Cl)cc2)N2CCCCC2)cc1 (stereo unspecified),.,5%,.,6%,-5,.
Cc1cc(=O)oc2cc(OCC(=O)Nc3ccc(N4CCC(C)CC4)cc3)ccc12,?,-4%,14%,2%,?,3%

# An excerpt from above in order of count of non-hydrogen atoms, ascending.
Molecule,HCV inh,AmpC detergent,Giardia FBPA inh,Sm TGR inh,HCMV antiviral,AMA1-RON2 inh
CNc1ccc(Cl)nn1,4%,4%,-2%,3%,13,0%
CCOC(=O)Cn1cc(C(=O)c2ccccc2)c2ccccc21,-11%,?,-5%,0%,20,10%
O=C(CN1CCN(S(=O)(=O)N2CCCCCC2)CC1)Nc1ccc(Br)cc1,.,4%,.,-16%,-1,5%

# New compounds follow:
Molecule,HCV inh,AmpC detergent,Giardia FBPA inh,Sm TGR inh,HCMV antiviral,AMA1-RON2 inh
COC(=O)Cn1c2c(c3cc(C)ccc31)CCCC2,-10%,?,1%,0%,-22,?
c1ccc(SCc2cn(C[C@H]3CC[C@@H]([C@@H]4CC[C@H](Cn5cc(CSc6ccccc6)nn5)O4)O3)nn2)cc1,?,?,1%,0%,-24,-8%
O=C(Nc1cc(S(=O)(=O)N2CCOCC2)ccc1N1CCOCC1)c1ccccc1Cl,-15%,.,.,.,-14,-5%
COc1ccc(CCNS(=O)(=O)c2ccc(F)cc2)cc1OC,4%,?,0%,12%,-27,-9%
Cc1nc2ccccn2c(=O)c1NC(=O)c1ccc(C(F)(F)F)cc1,.,18%,.,3%,35,.
COc1ccc(CNC(=O)COC(=O)CCCOc2ccc(Cl)cc2Cl)cc1OC,3%,-15%,1%,-6%,-11,-2%
CCN(CC(=O)NC(=O)NC1CCCCC1)Cc1ccccc1,-10%[8.37 µM],-10%,.,-14%,-17,-1%
COc1ccc(OC(C)C(=O)NCCc2nc3ccccc3[nH]2)cc1 (stereo unspecified),18%,-5%,-4%,5%,1,18%
O=C(c1cccn2c(=O)c3ccc(Cl)cc3nc12)N1CCN(Cc2ccc3c(c2)OCO3)CC1,-10%,-12%,-10%,-26%,19,-2%
Cc1ccccc1NC(=O)CSc1nc2n(n1)CCCCC2,3%,13%,7%,-7%,12,-3%
CCc1ccc(N(CC)C(=O)Cn2nc(Cc3cccnc3)c3ccccc3c2=O)cc1,.,17%,.,4%,-23,.
O=C(CCC(=O)c1ccc(F)cc1)NC1CCCN(Cc2ccccc2F)C1 (stereo unspecified),-9%,-12%,0%,-26%,7,0%
COc1cc(C)c(Br)cc1S(=O)(=O)N1CCCC1,?,?,-2%,-5%,8,0%
O=C(NCC(=O)N1CCN(Cc2ccccc2)CC1)c1ccc(Br)o1,1%,-13%,7%,0%,63,0%
COc1ccc(N2C(=O)CC(NCc3ccc(F)cc3)C2=O)cc1 (stereo unspecified),1%,-12%,-1%,-24%,-4,6%
CCOC(=O)C1=C(COC(=O)c2cccnc2SC)NC(=O)NC1C (stereo unspecified),?,.,.,.,?,-8%
CCN(CC)c1ccc(/C=N/Nc2nc3ccccc3[nH]2)c(O)c1,5.6µM*,4%,?,-2%,-98*,?
CCn1nnc(-c2ccccc2NC(=O)c2cc(OC)cc(OC)c2)n1,?,?,3%,-9%,-35,-2%
CCCCc1ccc(-c2nc(-c3ccncc3)no2)cc1,20%,-1%,2%,0%,64,-6%
O=C(NCCCN1CCCC1=O)c1nnc(Cc2c(F)cccc2Cl)o1,7%,?,-4%,6%,40,0%
CC(C)(C)C(=O)Cn1c(=O)n(-c2ccc(F)cc2F)c(=O)c2sccc21,-3%,-11%,0%,1%,?,2%
COc1ccc(Br)cc1CNCCc1ccc2c(c1)OCO2,-4%,.,.,.,?,-3%
CC(C)NC(=O)CCS(=O)(=O)c1cccc2nonc12,-2%,0%,0%,-24%,8,0%
O=C(NC1=NCCS1)C1CCCCC1,5%,-17%,4%,0%,22,-3%
Cc1cc(C)cc(NC(=O)CN(C)S(=O)(=O)c2ccc3c(c2)CCC(=O)N3)c1,.,18%,.,-1%,9,.
NC(=O)c1ccsc1NC(=O)CCS(=O)(=O)c1ccc(Cl)cc1,10%,3%,.,3.2µM*,-10,1%
CN(CC1COc2ccccc2O1)C(=S)Nc1ccccc1F (stereo unspecified),4%,3%,0%,2%,-13,-5%
COc1cccc(CN2CCN(C(=O)c3cccc4ccccc34)CC2)c1,-12%,?,-21%,-23%,16,-28%
CC(C)(C)OC(=O)N/N=C/c1ccc(Br)cc1,3%,-4%,-3%,10%,-5,4%
COC(=O)C[C@H](NC(=O)Cn1cnc2c(OCc3ccccc3)ncnc21)C(=O)OC,16%,.,.,.,-26,-4%
O=C(Nc1ccc(F)cc1)Nn1cnnc1,20%,0%,0%,0%,-9,-13%
CCCCN(C(=O)COC(=O)c1nc2nc(C)cc(C)n2n1)C1CCS(=O)(=O)C1 (stereo unspecified),-1%,-12%,.,-2%,0,12%
O=C(c1cccc(-n2cccc2)c1)N1CCN(S(=O)(=O)c2ccccc2)CC1,-21%,?,.,-24%,-17,-29%
Cc1ccc(S(=O)(=O)Nc2ccc(C(=O)N3CCOCC3)cc2)cc1,-12%,4%,.,15%,-34,-1%
COCCCNC(=O)CSc1nc2ccccc2c(=O)n1CCc1ccc(S(N)(=O)=O)cc1,-20%,-2%,.,-16%,?,-8%
CCCn1nnc(NC(=O)c2ccccc2Cl)n1,2%,-6%,0%,0%,32,-2%
COc1cc2c(cc1OC)C1=CC(=O)C(=O)N1C(C)(C)C2,2%,10%,-29%,?,?,-21%
O=C(/C=C/c1ccccc1)OCc1cncs1,1%,-1%,5%,12%,4,-3%
O=[N+]([O-])c1ccccc1/C=C/C=N/n1c(-c2cc(-c3ccccc3)n[nH]2)n[nH]c1=S,-2%,-4%,0%,5%,-7,62%[activator]
O=C1C=C(NCc2ccccc2)CCC1,10%,-15%,3%,-3%,-13,6%
Cc1cccc(-n2cccc2)c1C#N,5%,-1%,-2%,9%,18,-7%
Cn1c(SCC(=O)Nc2cc(S(=O)(=O)N3CCOCC3)ccc2N2CCOCC2)nnc1-c1ccncc1,15%,-2%,5%,4%,-38,12%
CC1(C)C2CCC1(C)C(NC(=O)/C=C/c1ccccc1)C2 (stereo unspecified),-14%,0%,-13%,6%,-20,15%
COCCCNC(=O)C(=O)Nc1c2c(nn1-c1cccc(Cl)c1)CSC2,.,1%,.,0%,19,.
CC1(C)CC(=O)C(C=NCCO)=C(O)C1,13%,?,10%,-21%,31,2%
Cc1ccc(-n2cc(-c3ccccc3)c3c(N4CCN(C)CC4)ncnc32)cc1,-27%,6%,4%,3%,55,-14%
CSCCC1NC2(C(=O)Nc3c2ccc(Cl)c3C)[C@@H]2C(=O)N(C3CCCC3)C(=O)[C@H]12 (stereo partly specified),-4%,-1%,-5%,-5%,31,-5%
O=C(NCCc1ccccc1Cl)c1ccc2nc3ccccc3c(=O)n2c1,?,-7%,3%,-15%,?,45%[activator]
CCOc1cc(/C=C2\N=C(C)OC2=O)cc(Cl)c1OCC(=O)OC,6%,.,.,.,13,-4%
O=S1(=O)N=C(Nc2ccc(N3CCOCC3)cc2)c2ccccc21,13%,-5%,-5%,-11%,24,8%
CC(=O)Nc1cccc(NC(=O)c2cc(-c3ccccn3)nc3ccc(Cl)cc23)c1,?,-2%,-3%,-6%,13,26%
CCN(CC)S(=O)(=O)c1ccc(-c2nnc(SCC(=O)Nc3cc(OC)cc(OC)c3)o2)cc1,-9%,?,8%,-8%,39,40%[activator]
O=S(=O)(c1cc(Cl)ccc1Cl)n1cccn1,1%,1%,2%,13%,?,30%
CCc1nccn1CCC(=O)NC1CC(C)(C)Cc2c1cnn2-c1ccc(OC)cc1 (stereo unspecified),-8%,1%,-4%,-3%,7,-5%
Cc1ccc(OCC(=O)NNC(=O)[C@@H]2CCCC[C@@H]2C(=O)O)c(Br)c1,16%,-13%,.,-32%,11,46%[activator]
CCOC(=O)C1=CCC2c3c(c4ccccc4n3C)C(=O)C1N2C(=O)OC(C)(C)C (stereo unspecified),23%,-8%,.,-11%,-5,0%

# The results go on.
Molecule,HCV inh,AmpC detergent,Giardia FBPA inh,Sm TGR inh,HCMV antiviral,AMA1-RON2 inh
CCc1ccc(C(=O)OCC(=O)N(CCOC)c2c(N)n(Cc3ccccc3)c(=O)[nH]c2=O)cc1,?,-14%,.,0%,-21,-12%
Cc1ccc2c(c1)N(C(=O)CCC(=O)N1CCN(c3ccccn3)CC1)CCO2,-20%,?,-22%,-12%,3,1%
CC1Cc2cc(S(=O)(=O)CCC(=O)N3CCN(c4ccccc4)CC3)ccc2N1C(=O)C1CC1 (stereo unspecified),?,?,-1%,-7%,-36,13%
CCOc1ccc(S(=O)(=O)NCC(c2ccco2)S(=O)(=O)c2ccc(C)cc2)cc1 (stereo unspecified),.,4%,.,0.32µM*,-20,.
Nc1nnc(SCC(=O)OCC(=O)NC2CCCCC2)s1,21%,7%,-2%,11%,1,-17%
N/C(Cc1ccc(Cl)cc1Cl)=N\OC(=O)c1ccccc1,5%,5%,0%,1%,3,4%
O=C1[C@H]2[C@@H](c3ccc(Cl)cc3)N3C(=O)N(c4cccc(F)c4)C(=O)[C@@]3(Cc3ccccc3)[C@H]2C(=O)N1C1CCCCC1,1%,-1%,.,6%,-16,-3%
Cc1onc(-c2ccccc2Cl)c1C(=O)OCN1C(=O)c2ccccc2C1=O,6%,?,1%,0%,-3,9%
C#CCNC(=O)C1=C[C@@H](c2ccc(Br)cc2)[C@H](CCCO)[C@@H](OCC)O1,17%,4%,12%,-7%,0,1%
O=C(CCN1CCc2ccccc2C1)Nc1ccccc1,-16%,6%,16µM*,-4%,-13,-15%
